Screening results (PubChem)
S3 lipid droplet: qHTS Assay for Lipid Storage Modulators in Drosophila S3 Cells; AID 2685; Potency in µM for hits, for the others lipid storage change, negative = inhibition, % at the top dose, mostly 46.1 µM; actives 0.64% (n = 320,000); Drosophila S3 cells, BODIPY lipid droplet fluorescence, 18-24 h; cells fed with added oleic acid; active = well fitted inhibition curve with a large enough effect in the signal ratio, with a control signal flat, not every such curve was filed as active; inconclusive = small, poorly fitted or top-dose-only effect, or effect the other way, or a change in a side signal; the % refers to the signal ratio
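Drosophila S3 cells loaded with oleic acid (400 uM, as added) and compounds at several concentrations; lipid droplets imaged by 488-nm laser-scanning cytometry, 500–530 nm intensity and object ratio to cell channel. Percent activity normalized to 20 uM Triacsin C.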
S3 lipid droplet cell count max: also measured in S3 lipid droplet; calls as there; cell number change, %; measured here: cell count max response;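 cells counted by Cell Tracker Red CMTPX staining in the red channel; peak over a dose series mostly up to 46.1 µM; percent activity relative to internal control wells on each plate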
* marks the source's active call; other numbers are inactive results; i = inactive; u = inconclusive; x = no result given. % is scaled to controls: 0 for no effect and ±100 for the full control effect; potency is read from the fitted curve at half-maximal effect.

Structure | S3 lipid droplet | S3 lipid droplet cell count max
O=C(COc1ccc(-n2cnnn2)cc1)N1CCN(c2ccc(F)cc2)CC1 | -12.9% | -2.0
Cc1ccc(CONC(=O)c2ccccc2Cl)cc1 | u | x
Cc1nc2cc(-c3ccc(Cl)cc3)nn2c(C)c1CCC(=O)NC(C)c1ccc2c(c1)OCCO2 (configuration not stated) | u | x
COCCCNC(=O)C1CC(=O)N(C2CCCC2)C1 (configuration not stated) | -11.3% | -18.2
N#Cc1cnn2ccc(-c3cc(N4CCOCC4)ccc3[N+](=O)[O-])nc12 | u | x
Cc1ccc2nc(-c3ccc(NC(=O)COC(=O)c4ccc(Br)o4)cc3)sc2c1 | u | x
COc1ccc(C2C=C(c3ccccc3)Nc3nc(CCCO)nn32)cc1 (configuration not stated) | i | x
O=C(NCC(=O)N(c1ccc(Cl)cc1)C(C(=O)NC1CCCC1)c1ccncc1)c1ccco1 (configuration not stated) | u | x
OCCCNc1nc(-c2ccc(Cl)cc2)nnc1-c1ccc(Br)cc1 | 27.5% | x
CC(=O)c1ccc(OCC(=O)OC(C)C(=O)NC2CCCCC2)cc1 (configuration not stated) | 7.1% | -0.4
CN(C)S(=O)(=O)c1ccc(Cl)c(C(=O)Nc2cccc3ncccc23)c1 | i | -19.8
CCN(Cc1nc2ccccc2c(=O)[nH]1)C(=O)c1cccc(NC(=O)c2cccs2)c1 | u | x
Cc1cc(C(=O)COC(=O)c2n[nH]c3ccccc23)c(C)n1C | i | x
Cc1ccc(NC(=S)N2CCCC2)cc1Cl | u | x
COC(=O)c1cc(NC(=O)CC2SCCNC2=O)cc(C(=O)OC)c1 (configuration not stated) | u | x
O=C(NCC(O)CO)c1ccc2[nH]c3ccccc3c2c1 (configuration not stated) | 7.0% | 2.7
CCc1nn(C(C)C(=O)N2CCN(c3ccccc3)CC2)c(=O)c2cc3occc3n12 (configuration not stated) | i | -8.6
CCOC(=O)C1=C(C)Nc2nnnn2C1c1ccccc1Cl (configuration not stated) | u | x
COc1cc2c(CCNC(C)=O)c[nH]c2cc1Cl | u | x
O=C(CCl)N(c1ccccc1)c1ccccc1 | u | x
Cc1cccc(CC(C)NC(=O)c2cc(COc3ccc(C)c(C)c3)on2)n1 (configuration not stated) | u | x
CCn1nc(C)c(C(=O)Nc2cc(Oc3ccc(Cl)cc3)cc([N+](=O)[O-])c2)c1C | u | x
O=C(COC(=O)C1(c2ccc(F)cc2)CCCC1)N1CCNC1=O | u | x
COc1ccc(OC)c(NC(=O)CCn2c(=S)[nH]c3ccccc3c2=O)c1 | i | 5.7
COc1cc(C(=S)N2CCCC2)cc(OC)c1O | u | x

Record cards, from the list above. Values in the order: S3 lipid droplet | S3 lipid droplet cell count max
`Cc1ccc(CONC(=O)c2ccccc2Cl)cc1` is listed as u | x
`O=C(NCC(O)CO)c1ccc2[nH]c3ccccc3c2c1` (configuration not stated) is listed as 7.0% | 2.7
`O=C(CCl)N(c1ccccc1)c1ccccc1` is listed as u | x
`O=C(NCC(=O)N(c1ccc(Cl)cc1)C(C(=O)NC1CCCC1)c1ccncc1)c1ccco1` (configuration not stated) is listed as u | x
`CN(C)S(=O)(=O)c1ccc(Cl)c(C(=O)Nc2cccc3ncccc23)c1` is listed as i | -19.8

Ordered by value in S3 lipid droplet cell count max (falling): three of the compounds above
compound	S3 lipid droplet cell count max
O=C(NCC(O)CO)c1ccc2[nH]c3ccccc3c2c1 (configuration not stated)	2.7
CC(=O)c1ccc(OCC(=O)OC(C)C(=O)NC2CCCCC2)cc1 (configuration not stated)	-0.4
CCc1nn(C(C)C(=O)N2CCN(c3ccccc3)CC2)c(=O)c2cc3occc3n12 (configuration not stated)	-8.6

The listing continues.
Structure | S3 lipid droplet | S3 lipid droplet cell count max
CN(C)c1ccc(Nc2ncnc3ccc(Br)cc23)cc1 | -9.5% | -23.8
COc1ccc(Sc2nc3ccccc3n3c(C(F)(F)F)nnc23)cc1 | u | x
O=[N+]([O-])c1cccc(N/N=C/c2cc([N+](=O)[O-])ccc2O)c1 | u | x
CC(OC(=O)c1ccc(NC(=O)CC#N)cc1)C(=O)Nc1ccc2c(c1)OCCO2 (configuration not stated) | u | x
O=C(NC1CCCCCCC1)c1ccco1 | 4.2% | 2.8
COCCn1c(=NC(=O)CSC(C)=O)sc2cc(OC)ccc21 | i | x
O=C(Nc1nc(-c2ccncc2)cs1)c1ccc(S(=O)(=O)N2CCOCC2)cc1 | u | x
CCc1ccccc1NC(=O)CCS(=O)(=O)c1ccc(C)cc1 | u | x
CCOC(=O)c1c(NC(=O)CCN2C(=O)c3ccccc3C2=O)sc(C(=O)OC(C)C)c1C | -11.2% | -0.4
OCC1CCCCN1CCNCc1cn[nH]c1-c1cccc2ccccc12 (configuration not stated) | -0.6% | 20.6
COc1ccc(CCNC(=O)COC(=O)CCC(=O)c2ccc(F)cc2)cc1OC | 12.8% | 15.0
CC1Cc2ccccc2N1Cc1nc2cc(Cl)ccc2c(=O)[nH]1 (configuration not stated) | -2.5% | -5.8
CC(=O)Nc1cc([N+](=O)[O-])ccc1N1CCOCC1 | -0.8% | 2.2
CC1CC(C)CN(CCCn2c(=S)[nH]c3ccccc3c2=O)C1 (configuration not stated) | u | x
COc1cc(-c2nnc(NC(=O)CS(=O)(=O)c3ccc(F)cc3)o2)cc(OC)c1OC | u | x
CCn1cc(C(=O)Nc2ccc(OC)c(OC)c2)c2cc(OC)c(OC)cc2c1=O | i | x
Cc1nn(CC(O)COc2ccc3c(c2)CCC3)c(C)c1C (configuration not stated) | i | -29.1
O=C(CN1CCCCC1)Nc1cccc(Cl)c1 | u | x
COC(=O)c1cn(CCC#N)nc1-c1ccc2ccccc2c1 | u | x
CC(=O)c1cccc(NC(=O)N2CCCC2C(=O)NCc2ccccc2)c1 (configuration not stated) | i | 29.2
COc1cc(/C=N/NC(=O)c2nnn(-c3nonc3N)c2C(C)C)ccc1OCc1ccccc1 | u | x
CCCCN(C)C(=O)c1nc2ccccn2c1CNCCCn1ncc2ccccc21 | -1.6% | -2.2
CC(=O)c1c(C)[nH]c(C(=O)OCC(=O)N2CCN(S(=O)(=O)c3ccc(C)cc3)CC2)c1C | 18.4% | 9.1
CCn1cc(CN2CCC(n3nccc3NC(=O)c3ccccc3C)CC2)c(C)n1 | u | x
COC(=O)C1=C(N)Oc2cc(C)n(Cc3cccnc3)c(=O)c2C1c1ccc(OC)c(OC)c1OC (configuration not stated) | i | x
O=C(COC(=O)c1ccc[nH]c1=O)NCCc1ccc(Cl)cc1Cl | -15.8% | -6.5
O=C(O)CC(NS(=O)(=O)c1c(F)cc(F)cc1Br)c1ccccc1Cl (configuration not stated) | u | x
CN(C)c1ccc(C(=O)Nc2ccc(O)c3c(=O)cc(-c4ccccc4Cl)oc23)cc1 | 10.5% | 13.0
OCCC1CN(Cc2ccc(-n3cccn3)cc2)CCN1Cc1ccccc1 (configuration not stated) | 0.8% | 1.1
Cc1cccc(Nc2c3c(nc4ccccc24)CCC3)c1 | u | x
Cc1ccc(S(=O)(=O)NC(=O)c2ccc(F)cc2)c(C)c1 | 17.2% | 16.4
CCN(Cc1ccccc1)S(=O)(=O)c1cc(C(=O)NC2CCCCCC2)ccc1OC | u | x
S=C(Nc1ccccc1)Nc1ccc(Br)cn1 | u | x
NC(=O)C1CCCN(S(=O)(=O)c2ccccc2)C1 (configuration not stated) | u | x
CC(C)CC(=O)N1CCC(O)(CS(=O)(=O)Cc2ccc(Cl)cc2)CC1 | -12.0% | x
COc1ccc(CN(C)c2nc(-c3cccnc3)nc3ccccc23)cc1OC | u | x
COc1cccc(-c2cc(=O)c3cc(NC(=O)c4ccc(N(C)C)cc4)ccc3[nH]2)c1 | u | x
CCCSc1nnc(NC(=O)Nc2ccccc2)s1 | -7.3% | -2.5
COc1ccc(C(=O)/C=C/c2ccc(OC)c(O)c2)c(F)c1 | u | x
CC/C(O)=C1\C(=O)CC(c2ccccc2)CC1=NC(C)C (configuration not stated) | u | x
CCN(C(=O)c1ccc(Br)cc1)c1ccccc1 | -0.6% | 4.7
CC(C)OC(=O)Cn1nnc(-c2ccccc2)n1 | u | x
c1csc(-c2csc(-c3cccs3)n2)c1 | u | x
CC(OC(=O)c1nc(-c2ccccc2)n(-c2ccccc2)n1)C(=O)Nc1cc(Cl)cc(Cl)c1 (configuration not stated) | -20.0% | -10.1
COc1ccc(C(=O)NC2CCCc3ccccc32)cc1Br (configuration not stated) | u | x
CCC(C)NC(=O)Cn1cnc2sc(C)cc2c1=O (configuration not stated) | -8.1% | -1.0
COc1cc(-c2c(-c3ccsc3)sc3ccccc23)cc(OC)c1OC | u | x
Cc1ccc2oc(C(=O)N(Cc3ccc(N(C)C)cc3)C3CCS(=O)(=O)C3)c(C)c2c1 (configuration not stated) | u | x
O=C(CC1C(=O)NCCN1CC1CCCCC1)NC1(c2ccccc2)CC1 (configuration not stated) | -0.4% | 1.2
CCONC(=O)Nc1ccccc1[N+](=O)[O-] | -3.8% | -16.8

Next results
Results follow in this order: S3 lipid droplet	S3 lipid droplet cell count max
CSc1nc(-c2ccco2)nn1S(=O)(=O)c1ccccc1
 : 27.2%	-11.2
CNC(=O)Nc1cc(C(C)(C)C)no1
 : 4.4%	17.0
NC(=O)C12CCCC(Br)(CCC1)C2
 : -15.6%	-4.4
CCOC(=O)C/C(C)=N/NC(=O)C1CC1(c1ccccc1)c1ccccc1 (configuration not stated)
 : 7.2%	3.1
Cc1cc(C)c(NC(=S)N(CCc2ccncc2)C(C)C)c(C)c1
 : 7.4%	x
COc1ccc(NC(=S)N2CCCN(Cc3cccc(Cl)c3)C2)cc1
 : 3.4%	14.4
COc1ccc(OC)c(CNC(=O)C2CCN(S(=O)(=O)N3CCCCC3)CC2)c1
 : u	x
Cc1nn(Cc2ccc(Cl)c(Cl)c2)c(C)c1NC(=O)c1cc(-c2ccco2)on1
 : u	x
CC(C)(C)OC(=O)NC(CCNC=C1C(=O)OC(C)(C)OC1=O)C(=O)O (configuration not stated)
 : i	x
CCOC(=O)/C(N=Nc1sc(C(=O)OCC)c(C)c1C(=O)OCC)=C(\C)O
 : u	x
CCc1nc(N[C@@H](CC(C)C)C(=O)O)c2oc3ccccc3c2n1
 : 5.2%	8.7
Cc1nn(Cc2ccccc2)c(Cl)c1C(=O)NCc1ccco1
 : u	x
CSCCC(NC(=O)c1ccccc1Cl)C(=O)N(C)Cc1cccs1 (configuration not stated)
 : -14.2%	2.1
CSc1ncc(Cl)c(C(=O)Nc2ccccc2[N+](=O)[O-])n1
 : u	x
CC(C)c1ccc(N(CC(=O)NCCSCc2ccco2)S(C)(=O)=O)cc1
 : -41.5%	-22.7
COC(=O)c1ccc(OC(=O)c2cnccn2)cc1
 : i	-0.4
Cc1csc(NC(=O)CSc2nnc3c4ccccc4nc(C(C)(C)C)n23)n1
 : u	x
CCOC(=O)Nc1ccc(S(=O)(=O)NCc2ccccc2)cc1
 : u	x
Cc1ccc(NC(=O)c2ccc3nc[nH]c3c2)c(O)c1
 : u	x
OCCN1CCN(c2nnc(-c3ccccc3)c3ccccc23)CC1
 : -3.0%	12.5
CCOc1ccc(N(CC(=O)Nc2ccc(CC)cc2)S(=O)(=O)c2c(C)[nH]c(=O)[nH]c2=O)cc1
 : u	x
Cc1c(NS(=O)(=O)c2cccc3nsnc23)c(=O)n(-c2ccccc2)n1C
 : 8.1%	x
CCOc1ccc(C2C(C(=O)Nc3ccc(F)cc3)=C(C)Nc3nc(CCCO)nn32)cc1 (configuration not stated)
 : u	x
Cc1ccc(N=CC=C2OC(C)(C)C(C)(C)O2)cc1
 : u	x
COc1ccc(S(=O)(=O)n2nc(OC(=O)c3ccncc3)cc2N)cc1
 : -5.7%	10.6
Cc1cc(SCC(=O)N(C)c2c(N)n(Cc3ccccc3)c(=O)[nH]c2=O)nc2ccccc12
 : u	x
O=C(O)c1ccccc1S(=O)CCO (configuration not stated)
 : u	x
Cc1nc2ccccc2c(=O)n1NC(=O)c1ccc(Cl)c([N+](=O)[O-])c1
 : -0.7%	-0.7
COc1cccc(-n2c(CNc3ccc(F)cc3)nnc2SCC(N)=O)c1
 : u	x
CCc1cc2c(COC(=O)c3cccc(NS(C)(=O)=O)c3)cc(=O)oc2cc1O
 : u	x
O=C(c1cccs1)N1N=C(c2ccccc2)CC1c1ccc(O)cc1 (configuration not stated)
 : u	x
COc1cccc(CN(C)C(=O)C2CSC3(C)CCC(=O)N23)c1OC (configuration not stated)
 : 14.6%	-13.6
Clc1ccc(COc2ccccc2-c2ccnc3ncnn23)cc1
 : u	x
O=C(CN1C(=O)CSC1=O)Nc1ccccc1N1CCOCC1
 : u	x
COc1cc(OC)c(C2C(C#N)=C(N)Oc3cc(C)n(CCCN4CCOCC4)c(=O)c32)cc1OC (configuration not stated)
 : -0.3%	6.1
COCCCNc1ccc([N+](=O)[O-])cc1C(=O)Nc1cccc(C)n1
 : u	x
O=c1c2ccccc2nc(SCc2ccccc2)n1CC1CCCO1 (configuration not stated)
 : 7.9%	10.6
O=C(CSc1nnc2ccc3ccccc3n12)N1CCOCC1
 : u	x
CC(C)(C)c1ccccc1OCC(=O)NCCCn1ccnc1
 : u	x
O=S1(=O)CC2SC(=S)N(c3ccccc3)C2C1 (configuration not stated)
 : u	x
COC(=O)c1cccc(CSc2nc3ccccc3[nH]2)c1
 : u	x
Cc1ccc(NC(=O)CCn2nnc3ccccc32)cc1
 : u	x

The list is partial; the hit share may differ from the screen's.
